Compound activity: PubChem, several laboratories
Rv3671c protease: inhibitors of M. tuberculosis serine protease Rv3671c; inhibition, % at 5.96 µM; hit rate 0.048% among 320,000; in the data active = inhibition above about 38%;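 note: extracellular domain of Rv3671c used as enzyme; 0% = enzyme with DMSO and 100% = no enzyme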
Target sequence (P9WHR9 whole entry, looked up, the tested form may be a part): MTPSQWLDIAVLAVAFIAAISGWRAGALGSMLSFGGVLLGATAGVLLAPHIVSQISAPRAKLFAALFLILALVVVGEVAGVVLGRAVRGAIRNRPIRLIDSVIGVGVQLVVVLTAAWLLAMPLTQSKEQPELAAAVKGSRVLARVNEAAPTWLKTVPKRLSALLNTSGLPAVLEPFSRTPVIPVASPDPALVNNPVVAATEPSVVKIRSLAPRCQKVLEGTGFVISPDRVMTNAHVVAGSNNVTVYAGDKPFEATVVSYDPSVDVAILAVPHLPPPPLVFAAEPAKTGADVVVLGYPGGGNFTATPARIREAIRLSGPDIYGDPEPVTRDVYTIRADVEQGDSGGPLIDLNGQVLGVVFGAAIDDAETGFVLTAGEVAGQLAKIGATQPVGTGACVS
3CLpro inhibitor: SARS-CoV 3CLpro protease inhibition; inhibition, % at 6 µM; P0C6X7; AID 1706; recombinant SARS-CoV 3CLpro, quenched FRET peptide cleavage; hit rate 0.14% among 290,000; in the data active = inhibition above about 12%
PrPC TRFRET: inhibitors of human cell surface prion protein PrPC; hit rate 0.43% among 370,000; inhibition, % at 13.8 µM; TR-FRET read-out; in the data active = inhibition above about 24%; note: 0% = median of the test wells and 100% = reference compound wells
PriA SSB inh: K. pneumoniae PriA-SSBct interaction inhibition. AlphaScreen SSBct-PriA binding, biotinylated peptide. AID 1272365. inhibition, % at 33 µM. hit rate 0.6% among 430,000; in the data active = inhibition mostly above about 37%, no sharp cut-off; inactive = mostly below about 20%;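 note: plate controls were negative control peptide for no effect and reference peptide for full effect; strong numbers were not always called active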
CCHFV vOTU inh: CCHFV vOTU protease inhibition | hit rate 0.55% among 370,000 | AID 651958 | Pep-AMC fluorescence | inhibition, % at 11.5 µM; in the data active = inhibition above about 30%; note: 0% = vehicle wells with enzyme and 100% = no enzyme wells
TcdB GH inh: TcdB glycohydrolase inhibition. hit rate 0.24% among 350,000. TcdB glycohydrolase enzymatic assay, plate reader. inhibition, % at 9.99 µM; in the data active = inhibition above about 10%
Yp Topo-I inh: blocks Yersinia pestis topoisomerase I activity. Y. pestis Topo-I cleavage product accumulation, plate reader. activity, % at 10 µM. hit rate 0.064% among 360,000. AID 504884; in the data active = activity above about 50%, passing the limit was not always enough; note: inactives centre near 2
BH1578 lux ind: inducers of Vibrio cholerae quorum light production without autoinducers; V. cholerae BH1578 lux reporter, luminescence, 6 h; activation, % at 18.7 µM; hit rate 0.16% among 350,000; AID 588436; in the data active = activation mostly above about 9.7%, no sharp cut-off; note: not every result past the cut was called active; inactives centre near 0; reference of the scale not given here
DUSP3 inh: blocks human VHR1 dual specificity phosphatase. recombinant VHR phosphatase, pNPP absorbance. P51452. hit rate 0.52% among 290,000. inhibition, % at 13.3 µM; in the data active = inhibition above about 50%; note: some compounds called inactive have numbers as strong as hits
Target sequence (P51452 whole entry, looked up): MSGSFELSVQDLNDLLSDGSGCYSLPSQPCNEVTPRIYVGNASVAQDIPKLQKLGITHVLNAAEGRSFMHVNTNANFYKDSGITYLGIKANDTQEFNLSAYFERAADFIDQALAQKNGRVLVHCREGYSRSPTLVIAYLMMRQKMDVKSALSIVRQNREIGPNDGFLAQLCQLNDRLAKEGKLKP
MazEF act: activators of E. coli MazEF toxin-antitoxin RNase. AID 504720. P0AE70. activation, % at 20 µM. hit rate 0.32% among 350,000. FAM/BHQ RNA-DNA oligo cleavage fluorescence, 5 h; in the data active = activation above about 50%
Target sequence (P0AE70 whole entry, looked up): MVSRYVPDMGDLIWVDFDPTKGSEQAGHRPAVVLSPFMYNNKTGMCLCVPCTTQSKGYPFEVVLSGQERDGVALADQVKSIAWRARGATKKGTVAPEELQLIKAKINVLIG
Active calls of the source: *; i = inactive; nt = no result given; & = joins results of further samples.

SMILES	Rv3671c protease	3CLpro inhibitor	PrPC TRFRET	PriA SSB inh	CCHFV vOTU inh	TcdB GH inh	Yp Topo-I inh	BH1578 lux ind	DUSP3 inh	MazEF act
Cc1ccc2cc(C#N)c(N3CCCN(S(=O)(=O)c4ccccc4)CC3)nc2c1C	2.9	0.5	-7.6	-23.9	-8.1	2.3	8.7	i	nt	-21.7
COc1ccc(Cn2ccnc2SCC(=O)Nc2ccccc2F)cc1	3.6	-2.1	5.1	4.3	-8.6	4.3	9.6	-2.9	-11.6	6.2
Cc1cc(C)c2nc(NCc3ccccc3O)sc2c1	-4.4	1.3	-8.8	-7.2	6.7	1.7	-0.8	i	20.6	-2.9
O=C(Cn1ccc2ccccc2c1=O)NCCC(=O)N1CCN(c2cccc(Cl)c2)CC1	-11.9	2.7	10.9	-6.8	-1.6	nt	7.5	i	2.0	0.1
O=C(Nc1c(Cl)cc2c(c1Cl)Cc1cc([N+](=O)[O-])ccc1-2)C(Cl)Cl	nt	nt	-4.7	-13.7	21.6	1.3	-21.7	-1.2	nt	-0.5
COc1ccc(CCNC(=O)C(=O)NCC2OCCN2C(=O)c2ccc(Cl)cc2)cc1OC (stereo unspecified)	-8.3	4.8	8.4	-0.8	1.6	0.5	5.6	i	9.6	3.8
NC(c1ccccc1)c1csc(NC(=O)Nc2ccccc2Oc2ccccc2)n1 (stereo unspecified)	nt	nt	1.3	nt	7.7	0.6	-9.2	i	nt	nt
COc1cc(/C=C2\C(=N)N3N=C(C)SC3=NC2=O)cc(Cl)c1OCCOc1ccc(NC(C)=O)cc1	-5.7	-3.3	-8.1	-5.2	7.5	2.5	-0.9	-0.6	9.5	9.0
CCCC[n+]1c(C)sc2cc(OC)ccc21	-1.9	3.0	6.2	-1.5	-21.9	2.5	13.5	-0.2	-22.7	3.0
CCN(CC)CCn1c(=S)[nH]c2cc3c(cc2c1=O)OCO3	-3.0	-8.8	-1.6	-14.4	0.3	nt	3.1	0.7	23.7	1.9
Cc1ccc(C(=O)NNc2nc3ccccc3nc2C(F)(F)F)cc1	0.5	-4.2	-9.2	-5.4	7.1	nt	-14.4	-0.7	12.8	-1.3
CCN(CC(=O)NCc1ccc(F)cc1)C(=O)c1ccc(COc2ccccc2)cc1	4.5	-2.1	3.8	-6.0	-13.8	-0.1	32.2	-6.2	-7.5	0.0
C[C@H](CO)N1C[C@H](C)[C@@H](CN(C)Cc2ccc3c(c2)OCO3)Oc2ccc(NC(=O)Cn3cnnn3)cc2C1=O	-5.3	nt	5.0	-5.1	-6.2	2.7&0.8	19.5	-4.0	nt	4.1
COCC(=O)N1CCCN(c2nc3c(C)cccc3cc2C#N)CC1	3.0	3.6	-16.6	-11.5	-5.3	nt	11.1	i	26.3	-1.6
CCC1Oc2ccc(C)cc2N(CC(=O)NCCc2ccc(OC)c(OC)c2)C1=O (stereo unspecified)	-2.9	3.3	5.4	-9.7	2.6	0.1	-0.9	-0.1	nt	3.7
CCc1ccc(CNC(=O)CCc2nc(-c3cccs3)no2)cc1	11.4	-3.8	-5.2	-2.5	5.9	2.5	21.4	1.0	31.5	1.4
CCN(c1ccccc1)S(=O)(=O)c1ccc(Cl)c(C(=O)NC2CCN(Cc3ccccc3)CC2)c1	nt	nt	-9.6	-2.4	18.6	3.7	0.2	i	nt	2.8
CCOC(=O)c1cc(CC)sc1NC(=O)CN1CCN(C(=O)C2CCCO2)CC1 (stereo unspecified)	4.3	2.9	-2.2	-10.0	10.0	2.0	17.3	-1.7	10.1	2.4
CN1C(=O)NC(c2ccccc2[N+](=O)[O-])C2=C1CCCC2=O (stereo unspecified)	74.4*	-3.8	-16.2	-2.2	-5.5	-37.9	-0.6	-0.4	nt	-100.3
CC(=O)c1cccc(NC(=O)CCS(=O)(=O)c2cc3c(cc2C)NC(=O)CO3)c1	-2.0	-5.7	6.7	-1.9	-8.1	0.8	-1.4	-0.4	-19.9	2.0
COc1ccc(-n2c(=S)[nH]c3cc(C(=O)NCCCN4CCOCC4)ccc3c2=O)cc1	1.7	1.2	-3.8	-7.9	5.5	2.4	3.0	-0.5	36.0	12.4
Cc1ccc(C)n1-c1ccc(C#N)cn1	5.8	2.7	-4.7	-14.1	-11.8	1.3	-4.4	-0.3	7.8	-3.4
O=C(Nc1cccc2nsnc12)c1ccc(F)cc1	1.6	-0.8	-15.3	-30.6	5.4	nt	2.9	-0.6	-10.2	-8.9
COc1ccc(S(=O)(=O)N(CC(=O)NCc2ccncc2)c2ccc(C)cc2)cc1Br	3.2	-1.5	-0.9	1.4	-0.8	-0.2	35.3	i	31.7	-3.8
CCN(CC(=O)Nc1c(F)cccc1F)C(=O)CNC(=O)COc1ccccc1	-2.2	nt	7.5	-5.2	12.8	-10.1	-4.1	3.7	nt	6.9
Cc1nc2c(cc1NC(=O)C(C)(C)C)nc(C)n2Cc1ccccc1	-1.7	-2.9	7.5	-5.1	-9.2	1.8	3.6	-0.5	3.5	3.1
CCCCN(C(=O)c1cccc(S(=O)(=O)N2CCCCC2)c1)C1CCS(=O)(=O)C1 (stereo unspecified)	1.1	2.3	1.5	3.7	10.7	1.3	-5.2	i	1.9	12.0
Cn1c(CSCc2ccc(Cl)cc2)nnc1SCC(=O)Nc1nccs1	-0.9	4.2	3.5	0.4	-3.0	0.1	2.3	i	24.7	6.0
CN(Cc1nc2ccccc2c(=O)[nH]1)CC(O)COCc1ccco1 (stereo unspecified)	2.5	2.5	7.6	3.6	10.3	nt	4.3	6.2	7.2	-0.3
COCCN(C(=S)Nc1ccc(C)cc1C)C(C)c1ccco1 (stereo unspecified)	-2.3	9.2	3.2	0.9	-3.3	1.3	-0.3	i	-3.1	1.7

Looked up above:
CCCCN(C(=O)c1cccc(S(=O)(=O)N2CCCCC2)c1)C1CCS(=O)(=O)C1 (stereo unspecified) in 3CLpro inhibitor has 2.3
CC(=O)c1cccc(NC(=O)CCS(=O)(=O)c2cc3c(cc2C)NC(=O)CO3)c1 in MazEF act has 2.0

Later entries.
SMILES	Rv3671c protease	3CLpro inhibitor	PrPC TRFRET	PriA SSB inh	CCHFV vOTU inh	TcdB GH inh	Yp Topo-I inh	BH1578 lux ind	DUSP3 inh	MazEF act
O=C(OCCCN1CCOCC1)c1ccc(O)c(O)c1	2.5	-1.9	-8.7	-4.6	8.6	-10.5	-7.8	i	1.4	10.1
Cc1noc(C)c1NC(=O)N(C)C[C@H]1OCc2cn(nn2)CCCC(=O)N([C@@H](C)CO)C[C@@H]1C	nt	nt	5.1	nt	12.1	0.6&0.2&0.0	1.2	-0.4	nt	4.2
CC(C)NC(=O)Cn1cnc2c1c(=O)n(C)c(=O)n2C	-2.4	-0.6	1.5	-7.3	-1.0	nt	1.3	nt	3.5	-1.8
COc1ccc(OC)c(-n2c(-c3cc(-c4ccco4)[nH]n3)n[nH]c2=S)c1	-2.8	4.4	3.1	4.4	0.3	0.1	-6.8	-2.8	5.6	5.1
C=CCN1C(=O)C(CC(=O)Nc2ccccc2)S/C1=N/c1nccs1 (stereo unspecified)	5.5	3.7	-6.5	nt	-2.5	0.2	6.2	0.7	18.6	-4.7
Fc1ccc(Cn2nnc(-c3ccc(CN4CCOCC4)cc3)n2)cc1	2.5	-4.5	6.4	-5.1	-17.7	nt	4.2	0.3	7.2	-4.1
COc1ccc(S(=O)(=O)N(C)CC(=O)NCc2cccnc2)cc1	2.3	-0.1	6.1	-2.7	10.2	0.1	-2.7	-0.4	-0.2	-8.2
CCOC(=O)C(NCc1ccc(F)cc1)(NC(=O)c1ccccc1)C(F)(F)F (stereo unspecified)	4.8	-0.7	6.5	-7.9	-5.0	nt	-1.7	-3.2	13.2	1.5
O=C(NCc1ccccc1)Nc1cccn(Cc2c(F)cccc2Cl)c1=O	-12.1	-0.7	14.1	-0.4	8.7	0.6	15.1	-1.6	21.5	6.2
O=C(CCCCCCCC(=O)N1CCCCC1)N1CCCCC1	nt	nt	-2.8	-8.2	0.1	1.8	15.1	-3.2	nt	-5.9
Cc1[nH]c2ccccc2c1SCC(=O)NNC(=O)Nc1ccc(OC(F)(F)F)cc1	10.7	6.0	3.1	0.7	-0.8	-0.5	-18.7	-0.8	18.6	2.6
Cc1cc(C)c2nc(SC(C)C(=O)NCC(=O)Nc3ccc(F)c(F)c3F)cc(C)c2c1 (stereo unspecified)	-1.4	-1.2	0.1	-5.9	10.1	-1.0	19.7	-0.2	39.1	-2.1
Cc1nc2ccccn2c(=O)c1NC(=O)c1cccc2ccccc12	16.4	nt	-13.5	6.3	8.7	0.8	4.9	-0.5	nt	2.3
C=C1N2CCC(CC2)C1(O)c1ccc(C)cc1 (stereo unspecified)	3.6	2.1	6.1	-4.6	11.7	nt	-6.0	i	-12.3	3.8
COc1ccc(C)cc1S(=O)(=O)Nc1cc2c3c(c1)C(C)C(=O)N3CCC2 (stereo unspecified)	7.0	nt	8.9	-2.3	-0.1	3.1	-3.7	-1.1	nt	-3.4
Cc1c(NC(=O)C(C)N(c2ccccc2)S(C)(=O)=O)c(=O)n(-c2ccccc2)n1C (stereo unspecified)	3.6	3.3	7.9	-9.3	19.1	-1.0	-9.7	i	26.4	12.4
C/C(Cl)=C/CC1(CN2CCCC2=O)C(=O)NC(=O)NC1=O	5.4	1.4	2.5	-16.3	8.5	nt	2.0	i	1.9	0.2
Cc1c(NC(=O)CCCCCN2C(=O)C3C4C=CC(C4)C3C2=O)c(=O)n(-c2ccccc2)n1C (stereo unspecified)	-17.1	-0.2	-3.4	-13.4	15.1	0.6	2.6	-0.2	19.3	5.8
Cc1c(C(=O)N2CCN(S(=O)(=O)c3cccs3)CC2)oc2ccc(F)cc12	-7.9	nt	2.6	-3.8	5.4	0.5	-1.0	i	nt	-2.9
COc1ccc2cc(CCNC(=O)CCc3ccccc3)c(=O)[nH]c2c1	1.1	0.4	-0.1	-11.8	9.7	1.7	5.3	-0.5	-3.0	8.0
O=c1c(N=Nc2ccccc2)c[nH]n1-c1ccccc1	nt	nt	-5.7	nt	-7.7	0.9	-7.0	i	nt	6.5
COc1ccc(/C=C(\NC(=O)c2ccccc2)C(=O)N2CCN(C)CC2)cc1	-2.9	-6.5	-13.3	-4.9	4.4	0.2	4.6	-1.6	25.2	-1.7
COc1cc(C(=O)NC2=C(C#N)CCC2)cc(OC)c1OC	2.0	-0.1	-5.1	1.3	3.2	0.7	3.2	1.5	16.6	1.5
O=C(CCNC(=O)c1ccc(Br)cc1)Nc1nccs1	-5.3	0.6	10.2	-7.4	1.4	0.9	1.8	-0.3	33.3	4.0
CCOC(=O)C1CCCN(C(=O)COc2ccccc2F)C1 (stereo unspecified)	-0.4	-1.9	2.1	4.7	-6.8	0.8	-0.8	-0.2	12.9	13.0
COc1ccccc1CNC(=O)COC(=O)C1=COCCO1	-1.2	-0.5	-8.7	-3.5	11.3	nt	-1.6	-0.3	24.9	8.3
FC(F)(F)c1ccnc(NCc2ccco2)n1	-3.4	0.8	-2.2	-14.3	-4.5	1.2	10.7	7.1	8.4	1.0
COc1ccc2c(c1)CC/C(=C\c1ccc(OC)c(Cn3cccn3)c1)C2=O	-23.1	-0.4	9.2	8.2	12.2	nt	13.0	-16.7	1.6	1.7
COc1ccc(C(=O)N2CCCN(C)CC2)c(OC)c1	nt	-4.0	3.6	-2.0	-7.9	1.1	-2.6	-0.6	-0.7	9.1
NC(=O)c1ccc(NC(=O)C#Cc2ccccc2)cc1	-5.2	-7.0	-24.0	-2.6	1.8	-0.1	-0.2	-0.7	7.9	8.4
CCN(CC(=O)Nc1ccc(OC)cc1)CC(=O)Nc1ccc2c(c1)OCO2	-4.1	nt	-1.4	-5.2	12.6	-0.4	5.7	-1.2	nt	6.7

One compound at a time (already shown).
`COc1ccc2c(c1)CC/C(=C\c1ccc(OC)c(Cn3cccn3)c1)C2=O` is listed with Rv3671c protease = -23.1; 3CLpro inhibitor = -0.4; PrPC TRFRET = 9.2; PriA SSB inh = 8.2; CCHFV vOTU inh = 12.2; TcdB GH inh = nt; Yp Topo-I inh = 13.0; BH1578 lux ind = -16.7; DUSP3 inh = 1.6; MazEF act = 1.7
`COc1ccc2cc(CCNC(=O)CCc3ccccc3)c(=O)[nH]c2c1` is listed with Rv3671c protease = 1.1; 3CLpro inhibitor = 0.4; PrPC TRFRET = -0.1; PriA SSB inh = -11.8; CCHFV vOTU inh = 9.7; TcdB GH inh = 1.7; Yp Topo-I inh = 5.3; BH1578 lux ind = -0.5; DUSP3 inh = -3.0; MazEF act = 8.0

These rows are one share of the data (hit frequency here may not be typical).
